High-throughput results deposited in PubChem by several laboratories.
Wnt act = activates Wnt/beta-catenin signaling in a reporter cell assay; activator, plate reader; activation, % at 9.35 µM; 300,000 compounds, 1.2% hits; in the data active means activation above about 30%, passing the limit was not always enough; inconclusive means no clear call, values can overlap the other calls;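 further: 0% = neutral control wells and 100% = positive control wells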
E coli growth = counter-screen for AddAB inhibitors: E. coli growth inhibition; 330,000 compounds, 0.27% hits; inhibition, % at 11.9 µM; AID 449728; E. coli V3065 growth, OD600 absorbance, 18 h;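 active means inhibition above the campaign's mean inhibition across all tested compounds plus 3 SD, cut at about 9.9% in these data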;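 further: uninfected addAB+ strain grown without phage in ampicillin broth; 0% = DMSO wells and 100% = ciprofloxacin 0.95 µg/ml wells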
PvdQ inh = P. aeruginosa PvdQ acylase inhibition. purified PvdQ acylase, fluorescence plate reader. inhibition, % at 10 µM. AID 488965. 340,000 compounds, 0.063% hits; in the data active means inhibition above about 30%, passing the limit was not always enough; inconclusive means no clear call, values can overlap the other calls;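 further: 0% = vehicle neutral wells and 100% = reference inhibitor wells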
Rtt109 Vps75 = inhibitors of Candida albicans Rtt109/Vps75 histone acetyltransferase; 330,000 compounds, 0.16% hits; purified Rtt109/Vps75, ThioGlo CoA-SH fluorescence, 4 h; AID 540336; inhibition, % at 34.9 µM;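 active means inhibition of at least 50% in every replicate; inconclusive means best replicate reaches 50% inhibition but some replicates fall short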
Target sequence (Q5AAJ8 whole entry, looked up): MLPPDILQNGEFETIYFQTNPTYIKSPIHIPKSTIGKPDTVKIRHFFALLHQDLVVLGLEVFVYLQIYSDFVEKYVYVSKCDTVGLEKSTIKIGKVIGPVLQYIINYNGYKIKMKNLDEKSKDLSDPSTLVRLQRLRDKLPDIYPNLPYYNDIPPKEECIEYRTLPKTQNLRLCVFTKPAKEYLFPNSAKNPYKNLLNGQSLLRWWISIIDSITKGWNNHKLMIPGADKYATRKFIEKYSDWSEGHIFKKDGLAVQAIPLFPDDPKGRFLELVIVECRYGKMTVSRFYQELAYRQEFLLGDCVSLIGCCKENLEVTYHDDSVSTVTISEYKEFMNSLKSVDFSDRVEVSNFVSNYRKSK
phage Ecoli inh = E. coli growth loss with phage present. growth absorbance. inhibition, % at 11.9 µM. 360,000 compounds, 0.26% hits; in the data active means inhibition above about 11%
PfHsp90 set2 = inhibits growth of yeast expressing Plasmodium falciparum Hsp90; S. cerevisiae expressing PfHsp90, BacTiter-Glo ATP, 48 h; yeast lacking PDR1 and PDR3 efflux regulators; inhibition, % at 9.4 µM; 310,000 compounds, 0.32% hits; AID 504621;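 active means every replicate shows inhibition above about 80%, whatever the replicate mean, limit read from the data; inconclusive means mean inhibition reaches the set limit but some replicate falls short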;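 further: 0% = DMSO neutral controls and 100% = 20 µM radicicol positive controls; yeast relying on Plasmodium falciparum Hsp90 in place of its own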
CAL PDZ inh = inhibitors of human CAL PDZ peptide binding; inhibition, % at 20 µM; Q9HD26; 330,000 compounds, 0.02% hits; purified CAL PDZ, TMR-peptide fluorescence polarization, 1 h;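 active means highest replicate inhibition of at least 40%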;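 further: plate controls were DMSO neutral control wells for no effect and unlabeled competitor peptide control wells for full effect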
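Material: tagged CAL PDZ domain; buffer or medium: 25 mM sodium phosphate pH 7.4, 150 mM NaCl, TCEP, IgG, Thesit; compound dosing: single point, 20 µM; schedule: 1 h incubation at room temperature before polarization reading; measured by: FP readout, S and P plane fluorescence; read-out basis: percent inhibition from loss of millipolarization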
Tat transport = E. coli Tat transport inhibition; E. coli MC4100 TorA-mCherry Tat export, fluorescence; inhibition, % at 10 µM; 340,000 compounds, 0.036% hits;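 active means mean replicate inhibition at least 50% and at least half of replicates individually reaching 50%; inconclusive means only one of the two criteria met; inactive means neither criterion met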;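 further: exported cargo escapes ClpAP degradation while cytoplasmic cargo is degraded and loses fluorescence; 0% = median of neutral control wells and 100% = median of NaSCN control wells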
DAGLB inhibitor = diacylglycerol lipase beta (human) inhibition. 340,000 compounds, 0.059% hits. inhibition, % at 5.17 µM. HEK293T DAGLB membrane lysate, EnzChek fluorogenic substrate. Q8NCG7. AID 504411; in the data active means inhibition above about 34%;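 further: 0% = enzyme with vehicle and 100% = wells lacking enzyme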
Target sequence (Q8NCG7 whole entry, looked up): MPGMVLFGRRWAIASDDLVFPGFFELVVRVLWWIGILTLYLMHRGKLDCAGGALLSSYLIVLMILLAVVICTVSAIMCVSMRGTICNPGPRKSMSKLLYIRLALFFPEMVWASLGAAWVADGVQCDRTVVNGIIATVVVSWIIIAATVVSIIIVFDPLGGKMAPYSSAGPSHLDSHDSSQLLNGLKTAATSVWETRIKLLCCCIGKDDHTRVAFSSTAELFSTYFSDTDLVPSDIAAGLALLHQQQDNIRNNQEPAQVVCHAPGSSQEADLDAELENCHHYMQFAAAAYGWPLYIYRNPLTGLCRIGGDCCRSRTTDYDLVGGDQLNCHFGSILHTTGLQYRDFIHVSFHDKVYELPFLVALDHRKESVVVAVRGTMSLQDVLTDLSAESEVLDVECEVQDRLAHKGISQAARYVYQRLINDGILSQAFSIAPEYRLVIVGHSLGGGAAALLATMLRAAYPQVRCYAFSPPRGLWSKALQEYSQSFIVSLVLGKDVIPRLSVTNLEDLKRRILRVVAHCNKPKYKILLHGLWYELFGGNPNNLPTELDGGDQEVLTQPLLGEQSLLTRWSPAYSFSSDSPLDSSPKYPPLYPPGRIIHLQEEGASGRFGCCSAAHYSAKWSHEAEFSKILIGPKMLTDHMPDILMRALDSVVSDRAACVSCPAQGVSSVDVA
AddAB inh = less growth of phage-infected E. coli with AddAB | E. coli expressing H. pylori AddAB, absorbance growth | inhibition, % at 11.9 µM | 330,000 compounds, 0.29% hits | AID 435030; in the data active means inhibition above about 12%;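 further: 0% = vehicle wells of infected cells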
* marks the source's active call; other numbers are inactive results; ? = inconclusive; · = no result given.

SMILES	Wnt act	E coli growth	PvdQ inh	Rtt109 Vps75	phage Ecoli inh	PfHsp90 set2	CAL PDZ inh	Tat transport	DAGLB inhibitor	AddAB inh
O=C(COc1cc2oc(=O)c3c(c2cc1Cl)CCC3)NCCCn1ccnc1	-1	-1.5	2	-4	0.0	-11	-2.9	9	3	3.7
O=C(Cn1cc2c(n1)CCCC2)NCc1cccs1	-2	1.4	-2	3	0.3	13	-1.0	-6	0	4.3
Cc1ccc(C2C(C#N)=C(N)Oc3cc4c(cc32)OCO4)cc1 (stereo not drawn)	-9	-1.5	-7	0	0.5	-3	-3.3	0	-3	-1.1
COc1ccc(/C=N/n2cnc3c(sc(=S)n3-c3ccccc3)c2=O)cc1	-4	1.3	-6	2	0.4	18	0.6	-9	-1	4.0
COc1ccc(S[C@@H](CCN2CC[C@H](NC(=O)OCc3ccccc3)CCC2=O)c2ccccc2)cc1	-3	-0.1	-11	4	3.0	5	-0.2	4	-2	2.9
CC(=O)c1ccc(OCC(=O)Nc2ccccc2N2CCCC2)cc1	3	-2.3	-18	1	0.1	6	-2.0	3	-13	2.0
Nc1ncnc2c1ncn2[C@@H]1O[C@H](CNCc2ccccc2)[C@@H](O)[C@H]1O	·	1.4	6	-4	·	-18	0.3	-5	-1	2.7
c1ccc(C2=NNC(=NCc3ccc4c(c3)OCO4)SC2)cc1	·	0.2	-9	-3	3.4	0	0.3	-1	4	3.3
CC1c2ccsc2CCN1C(=O)NC(=O)c1ccc(Cl)cc1 (stereo not drawn)	0	0.9	-11	-1	-1.0	7	-0.2	-8	·	5.0
O=C(Nc1ccccc1Cl)c1cc(=O)c2ccccc2o1	11	0.8	-6	0	1.5	-16	-1.7	-9	0	0.9
C[C@@H](C(=O)O)[C@H]1C[C@]1(C)[C@H](NC(=O)OCc1ccccc1)c1ccccc1	-1	1.1	0	-1	2.2	-33	1.1	0	0	3.4
CCCCN(C)Cc1c(C)[nH]c2c(Cl)cccc2c1=O	-1	-2.5	-7	5	0.1	23	-0.2	-6	-2	1.5

Brought forward from above: three compounds, then new ones.
SMILES	Wnt act	E coli growth	PvdQ inh	Rtt109 Vps75	phage Ecoli inh	PfHsp90 set2	CAL PDZ inh	Tat transport	DAGLB inhibitor	AddAB inh
O=C(Nc1ccccc1Cl)c1cc(=O)c2ccccc2o1	11	0.8	-6	0	1.5	-16	-1.7	-9	0	0.9
C[C@@H](C(=O)O)[C@H]1C[C@]1(C)[C@H](NC(=O)OCc1ccccc1)c1ccccc1	-1	1.1	0	-1	2.2	-33	1.1	0	0	3.4
CCCCN(C)Cc1c(C)[nH]c2c(Cl)cccc2c1=O	-1	-2.5	-7	5	0.1	23	-0.2	-6	-2	1.5
CCOc1ccccc1N1CCN(C(=O)c2ccc3c(c2)OCO3)CC1	1	1.8	0	13	0.7	-11	-1.1	4	-1	0.6
O=C(CSCc1c(Cl)cccc1Cl)NCC1CCCO1 (stereo not drawn)	6	2.3	-14	-4	4.7	-49	-0.9	-14	1	1.6
COc1ccc(C(C(=O)NC2CCCC2)N(CCO)C(=O)Cn2nnc(-c3ccc(C)o3)n2)cc1OC (stereo not drawn)	1	0.6	7	13	-1.7	-2	-1.6	10	-3	1.8
O=C(O)c1ccc(NCc2nc3ccccc3n2Cc2ccccc2)cc1	2	-1.5	-1	6	3.5	5	-3.1	0	1	-1.7
CC(=O)Nc1ccc(NC(=O)CN(C)CCC#N)cc1	-1	0.8	-5	-5	3.1	16	-0.8	-1	1	-0.4
Cc1ccc(NC(=O)CN(C)C(=O)C(c2ccccc2)c2ccccc2)cc1	-1	-0.5	-10	-4	0.3	-12	-2.1	-12	-8	-0.4
O=C(Cc1ccsc1)N1CCc2c([nH]c3ccccc23)C1c1ccccn1 (stereo not drawn)	-1	3.4	-8	·	2.2	-17	-0.1	0	0	3.8
Cc1cccc(C)c1NC(=O)CN(C)C(=O)CSCc1c(C)noc1C	-1	-0.2	8	16	-0.4	·	-3.0	4	0	2.2
COc1ccc2nc(N/C(N)=N/C(=S)Nc3cccc(C)c3)nc(C)c2c1	·	0.8	3	-2	0.5	-15	-1.1	-2	3	0.5
COc1ccccc1NC(=O)COc1ccc(CO)cc1Cl	-3	0.4	-5	7	1.8	17	-1.2	-3	-10	3.7
COc1cc(-c2c(NC(=O)c3ccco3)oc3c(C)cccc3c2=O)cc(OC)c1OC	0	-1.6	3	-1	0.1	0	-0.1	-4	1	3.4
c1ccc(-c2nc(N3CCCC3)nc3ccccc23)cc1	-1	1.7	0	-9	1.7	6	-0.9	-2	-4	2.5
CC1CC(C)CN(C(=O)c2ccc3ccccc3c2)C1 (stereo not drawn)	1	-2.2	0	0	-1.6	-17	-1.4	3	-3	-0.8
C=CCNC(=O)c1ccc(C2SCC(=O)N2Cc2ccco2)cc1 (stereo not drawn)	4	-1.8	-10	0	-2.7	·	-3.3	5	4	5.3
CCOP(=O)(/C(C#N)=C(\C)O)c1ccccc1 (stereo not drawn)	8	-0.3	-11	-3	7.2	-20	-0.5	-8	-2	2.4
COc1ccccc1CN(CC(=O)NCc1ccco1)C(=O)CNS(=O)(=O)c1ccccc1	·	1.4	0	2	1.4	4	0.0	-5	-3	1.9
O=C(CCn1ccc([N+](=O)[O-])n1)NC1CCCCCC1	·	2.3	5	0	3.9	2	-2.5	-6	-1	4.0
CCC(=O)N1CCN=C1SCc1cccc(F)c1	-2	1.0	-7	14	1.3	1	-3.0	2	-2	4.9
COc1ccc(CCNC(=O)C2CCCN(S(C)(=O)=O)C2)cc1OC (stereo not drawn)	·	2.9	7	14	0.3	-3	-2.5	0	0	1.6
CCn1cc(Cl)c(C(=O)NNC(=O)CCn2nc(C)c([N+](=O)[O-])c2C)n1	-5	-1.8	-8	-1	3.8	-4	-1.1	7	-4	2.2
O=C1NCCN1CCNS(=O)(=O)c1cc(C(F)(F)F)cc(C(F)(F)F)c1	-2	1.3	-2	1	-0.7	3	0.0	6	-1	1.9
COc1ccc(Cn2c(CCC(=O)Nc3ccc(CC#N)cc3)nc3cccnc32)cc1	·	1.2	-10	7	3.4	-11	-0.2	0	-3	0.9
O=C(NCCc1ccccc1)c1nnc(CS(=O)(=O)c2ccccc2)o1	3	1.2	4	-4	2.2	15	0.5	0	-3	-1.0
COCc1ccc2oc(C(=O)O)cc2c1	-1	-2.4	-21	-4	-4.7	44	0.9	0	-6	1.4

Compounds from the list above containing a nitro group on carbon (2):
SMILES	Wnt act	E coli growth	PvdQ inh	Rtt109 Vps75	phage Ecoli inh	PfHsp90 set2	CAL PDZ inh	Tat transport	DAGLB inhibitor	AddAB inh
O=C(CCn1ccc([N+](=O)[O-])n1)NC1CCCCCC1	·	2.3	5	0	3.9	2	-2.5	-6	-1	4.0
CCn1cc(Cl)c(C(=O)NNC(=O)CCn2nc(C)c([N+](=O)[O-])c2C)n1	-5	-1.8	-8	-1	3.8	-4	-1.1	7	-4	2.2

(further entries)
SMILES	Wnt act	E coli growth	PvdQ inh	Rtt109 Vps75	phage Ecoli inh	PfHsp90 set2	CAL PDZ inh	Tat transport	DAGLB inhibitor	AddAB inh
Fc1ccc(Nc2nc(Oc3ccccc3F)nc(N3CCCC3)n2)cc1	·	1.7	-1	1	1.6	20	-1.2	-1	-10	2.2
Cn1c(NC(=O)CC(C)(C)C)cc(=O)n(C)c1=O	1	2.1	-9	-1	4.2	-13	0.1	2	-4	0.6
Cc1cc(Br)cc2c1N(C)C(=O)C2(c1ccc(O)cc1)c1ccc(O)cc1	-1	-2.5	·	·	0.1	·	·	·	·	2.0
CC1CC(=O)NN=C1c1cccs1 (stereo not drawn)	-1	-0.7	-13	-19	3.1	5	0.2	3	-1	0.1
CCN(CC(=O)NCc1cccs1)C(=O)/C=C/c1ccc(C)cc1	-1	1.4	-1	0	-0.3	·	-0.5	1	1	0.5
N#C/C(=C\c1ccc(C#N)cc1)C(=O)c1ccccc1	-1	·	-1	-2	3.2	-17	-2.1	-3	11	·
Cc1cccc(OCC(=O)O/N=C(\N)c2ccc(Br)cc2)c1	6	-0.5	-17	-15	2.9	-7	-0.5	-3	-17	0.7
CC(C)(C)c1cc(=O)n2[nH]c(N)nc2n1	-3	1.2	-17	-4	3.4	-25	-0.7	0	0	5.4
COc1ccc(N(C(=O)CNC(=O)c2ccco2)C(C(=O)NC2CCCC2)c2cccnc2)cc1 (stereo not drawn)	-1	1.3	-13	2	0.4	5	-1.2	-12	-2	5.5
COC(=O)CCCC1=CC2=CC(=O)C(C)(OC(=O)c3cccs3)C(=O)C2=CN1Cc1ccccc1 (stereo not drawn)	0	0.9	-12	9	2.0	-3	0.2	-10	4	1.4
OC(c1ccc(Cl)cc1)c1nnc(-c2ccccc2)o1 (stereo not drawn)	?	1.6	-4	3	2.5	11	-2.7	3	-1	0.0
CCOCC(=O)Nc1nc(C)cc(C)n1	-4	-0.4	-8	-1	4.2	0	-2.0	7	-2	1.3

Three compounds out of the list, ordered by SMILES length, low to high:
SMILES	Wnt act	E coli growth	PvdQ inh	Rtt109 Vps75	phage Ecoli inh	PfHsp90 set2	CAL PDZ inh	Tat transport	DAGLB inhibitor	AddAB inh
OC(c1ccc(Cl)cc1)c1nnc(-c2ccccc2)o1 (stereo not drawn)	?	1.6	-4	3	2.5	11	-2.7	3	-1	0.0
Cc1cccc(OCC(=O)O/N=C(\N)c2ccc(Br)cc2)c1	6	-0.5	-17	-15	2.9	-7	-0.5	-3	-17	0.7
CCN(CC(=O)NCc1cccs1)C(=O)/C=C/c1ccc(C)cc1	-1	1.4	-1	0	-0.3	·	-0.5	1	1	0.5

Next structures follow:
SMILES	Wnt act	E coli growth	PvdQ inh	Rtt109 Vps75	phage Ecoli inh	PfHsp90 set2	CAL PDZ inh	Tat transport	DAGLB inhibitor	AddAB inh
CC1CCCN(S(=O)(=O)c2ccc(NC(=O)CCN3C(=O)c4ccccc4C3=O)cc2)C1 (stereo not drawn)	·	-2.0	-16	13	1.3	-14	0.2	1	-1	4.6
O=C(Nc1cccc(OC(=O)c2ccco2)c1)c1ccco1	9	-0.4	-4	5	2.6	·	-2.3	-10	-3	2.5
Cc1ccc2nc(NCCCN3CCOCC3)c(C=NCCCN3CCOCC3)c(=O)n2c1	·	·	11	6	-1.0	1	-0.4	1	2	·
COc1ccc(-c2nnc(N(C)C(=O)c3cccnc3)s2)cc1	41*	-1.2	-14	7	2.1	-9	0.7	-1	0	0.3
COc1ccc(CCNC(=O)c2cc(-c3ccco3)nc3ccccc23)cc1	-1	-1.8	·	·	-3.8	·	·	·	·	-2.3
CCOC(=O)N1CCN(C(=O)c2ccc3c(=O)n(Cc4ccc(OC)cc4)c(=S)[nH]c3c2)CC1	·	-1.1	-3	30	1.9	4	-1.2	7	-4	-0.5
Cc1ccc(S(=O)(=O)N(C)CC(=O)O/N=C(\N)c2ccccn2)cc1	-1	1.6	-19	-6	5.6	4	-0.5	-2	0	2.8
COc1ccc(CN(C)C(=O)c2ccccc2Sc2ccccc2C#N)c(OC)c1	1	0.4	-10	11	1.0	-8	-1.3	5	-4	-0.3
CCC(=O)NC(Cc1ccccc1)c1nc2ccccc2[nH]1 (stereo not drawn)	-1	·	-21	-6	0.7	-24	-0.9	-7	1	·
C=C(C)CSc1nnc(-c2ccccc2)n1N	·	-2.1	-15	1	1.9	30	0.5	-6	-1	5.3
